Compound activity from PubChem.
SUMO Mot1 rescue: yeast Mot1-301 growth rescue at high temperature, primary screen, SUMOylation pathway inhibitor project, S. cerevisiae, ATP luminescence, 38.5C. S. cerevisiae Mot1-301 growth rescue; percent above DMSO median, 100 means doubled. growth rescue, % at 18.8 µM. actives 1% (n = 320,000);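 active = every valid replicate shows activation above 250% relative to neutral control wells; inactive = the rest, any valid replicate at or below 250%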;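 note: OY570 slx delta 5 strain wells were the positive control but not used for scaling; some compounds called inactive have numbers as strong as hits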
NSD2 inh: NSD2 histone methyltransferase inhibitors, primary screen, biochemical, AlphaScreen, single concentration, set 2; Histone-lysine N-methyltransferase NSD2 (Homo sapiens), O96028; NSD2 peptide methylation, 120 min; inhibition, % at 12.5 µM; actives 0.54% (n = 310,000); AID 743445, 2014; in the data active = inhibition above about 50%
Arrestin-AP2 inh: inhibitors of beta-arrestin/AP2 binding, primary screen, biochemical, GPCR trafficking, flow cytometry. beta-arrestin 1 C-terminal peptide binding to AP2 beta2-adaptin appendage (human). FITC-arrestin peptide / GST-AP2 beads; AP2 beta2 appendage carries R879A mutation. inhibition, % at 10 µM. actives 0.31% (n = 340,000). AID 504490, 2011;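 active = inhibition above a set limit, near 3 SD of compounds lacking own fluorescence, cut at about 54% in these data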;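 note: plate controls were DMSO wells for no effect and 5 µM unlabelled arrestin peptide for full effect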
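System: GST-AP2 R879A glutathione beads. Medium: PBS with 0.05% Tween 20 and 0.1% BSA. Also added: FITC-arrestin peptide, 50 nM. Incubation: 12 min plus 1 h, RT. Measured by: high-throughput flow cytometry of beads, ex 488, em 535 nm. Evaluation: percent drop in bead-associated FITC signal.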
DSG3 Ab inh: inhibitors of pemphigus antibody binding to DSG3, primary screen, biochemical, bead-based, flow cytometry, scFv-GFP | Desmoglein-3 (Homo sapiens), P32926 | DSG3-coupled beads, scFv-anti-DSG3-GFP binding; hits give low values | binding (percent of control), % at 10 µM | actives 0.48% (n = 310,000) | AID 588358, 2011;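 active = binding more than 3 SD below its plate's average and above zero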;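 note: hits lower antibody fragment binding to DSG3; some compounds called inactive have numbers as strong as hits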
PKA-R1A activ: activators of PKA-R1A holoenzyme, primary screen, biochemical, fluorescence polarization, Cy5-IP20, bovine R1A, mouse PKAc. cAMP-dependent protein kinase type I-alpha regulatory subunit (Bos taurus) + …. PKA-R1A dissociation; scaled: DMSO 0%, 113 µM cGMP 100%. activation, % at 11.4 µM. actives 0.083% (n = 340,000). AID 504707, 2011;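 active = percent activation above the mean of all tested compounds plus 3 SD, cut at about 19% in these data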;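 note: higher means more PKAc released from R1A so a rise in polarization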
PKA-R2B act: activators of PKA-R2B holoenzyme, primary screen, biochemical, fluorescence polarization, Cy5-IP20, human; activation, % at 11.4 µM; actives 0.079% (n = 340,000); PKA-R2B holoenzyme dissociation; R2B truncated from residue 108, S112A mutant; 0% DMSO only, 100% 113 µM cGMP; AID 504700, 2011;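 active = activation above a cutoff set at the mean over all compounds plus 3 SD, cut at about 18% in these data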;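 note: higher means more holoenzyme dissociation and a rise in polarization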
dFosB activator: activators of delta FosB homodimer, primary screen, biochemical, fluorescence polarization, TAMRA-CDK5 oligo, single point. purified delta FosB; percent of positive-control signal above neutral wells. activation, % at 25 µM. actives 0.99% (n = 340,000). AID 493131, 2011;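 active = mean activation above about 17%, with every replicate also reaching it, limit read from the data, passing the limit was not always enough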;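 note: fluorescence polarization rise as delta FosB binds a TAMRA Cdk5 AP-1 oligo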
Target sequence (P13346 whole entry, looked up): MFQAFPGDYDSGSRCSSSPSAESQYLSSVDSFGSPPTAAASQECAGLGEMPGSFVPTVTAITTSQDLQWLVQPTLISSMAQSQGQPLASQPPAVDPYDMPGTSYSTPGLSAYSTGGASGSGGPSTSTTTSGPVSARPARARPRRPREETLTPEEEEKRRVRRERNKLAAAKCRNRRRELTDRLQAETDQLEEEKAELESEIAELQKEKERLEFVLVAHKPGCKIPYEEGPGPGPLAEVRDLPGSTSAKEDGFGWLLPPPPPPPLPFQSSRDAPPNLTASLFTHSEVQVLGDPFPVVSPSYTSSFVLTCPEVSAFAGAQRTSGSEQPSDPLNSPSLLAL
CDK5 p35 inh: inhibitors of human CDK5/p35 kinase, primary screen, biochemical, single concentration. Cyclin-dependent kinase 5 (Homo sapiens) + Cyclin-dependent kinase 5 activator 1 (Homo …. Recombinant CDK5/p35, ADP-Glo luminescence, 60 min. inhibition, % at 10 µM. actives 0.01% (n = 330,000). AID 488839, 2010;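 active = highest replicate inhibition of at least 50% and at least 75% of replicates reaching 50%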;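 note: plate controls were DMSO neutral control for no effect and GW8510 at 10 µM for full effect; many of its hits are not listed in these tables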
Target sequence (Q00535 whole entry, looked up): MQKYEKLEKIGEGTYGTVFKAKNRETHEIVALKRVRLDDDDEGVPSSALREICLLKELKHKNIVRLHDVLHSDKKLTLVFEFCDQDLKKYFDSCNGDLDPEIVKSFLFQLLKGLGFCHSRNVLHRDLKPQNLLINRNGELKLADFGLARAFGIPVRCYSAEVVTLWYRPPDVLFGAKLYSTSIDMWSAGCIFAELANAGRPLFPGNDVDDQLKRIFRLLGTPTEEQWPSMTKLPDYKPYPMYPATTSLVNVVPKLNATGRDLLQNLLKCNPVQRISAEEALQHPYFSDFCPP
Target sequence (Q15078 whole entry, looked up): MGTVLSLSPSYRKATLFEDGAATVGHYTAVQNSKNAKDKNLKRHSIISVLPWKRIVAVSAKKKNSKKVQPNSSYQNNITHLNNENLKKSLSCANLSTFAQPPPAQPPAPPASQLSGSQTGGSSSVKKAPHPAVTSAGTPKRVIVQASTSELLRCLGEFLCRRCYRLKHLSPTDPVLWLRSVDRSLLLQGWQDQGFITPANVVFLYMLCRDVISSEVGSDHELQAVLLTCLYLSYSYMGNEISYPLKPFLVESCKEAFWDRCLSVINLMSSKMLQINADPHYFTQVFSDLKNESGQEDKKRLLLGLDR
MITF TRPM1 HTS: activators of MITF-driven TRPM1 promoter reporter, primary screen, cell-based, SK-MEL-5, luciferase, single point; SK-MEL-5 TRPM1-promoter luciferase, 24 h; % of positive control, neutral wells = 0; activation, % at 12.5 µM; actives 0.75% (n = 300,000);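 active = mean activation of at least 80% with every replicate also reaching 80%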;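 note: 0% = neutral control wells and 100% = parthenolide positive control wells; values of inactives mirror those of a sister screen read the other way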
SR-BI DiI-HDL act: activators of SR-BI mediated DiI-HDL uptake, primary screen, ldlA[mSR-BI] CHO cells, DiI fluorescence. activation, % at 12.5 µM. 3 h; 100 = double the neutral-control signal. AID 504775, 2011. actives 0.096% (n = 320,000);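 active = mean replicate activation of at least 60% and every replicate at or above 60%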;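 note: 0% = median plate neutral-control signal and 100% = twice that signal; values of inactives mirror those of a sister screen read the other way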
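system = CHO ldlA[mSR-BI] cells, LDL receptor-null, SR-BI overexpressing | medium = Ham's F12 with 0.5% BSA, HEPES 25 mM, pH 7.4 | probe or stimulus = DiI-HDL 10 µg/mL | compound dosing = single-point compound dose | incubation = compound exposure 3 h, 37 °C | technique = DiI fluorescence, bottom read | read-out = cell-associated DiI fluorescence as measure of HDL uptake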
SR-BI DiI inh: inhibitors of SR-BI mediated HDL lipid uptake, primary screen, ldlA[mSR-BI] cells, fluorescence, single point; ldlA[mSR-BI] CHO cells, DiI-HDL uptake fluorescence, 3 h; inhibition, % at 12.5 µM; actives 0.96% (n = 320,000);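 active = mean replicate inhibition of at least 70% and a set share of replicates each scoring 70 or more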;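 note: 0% = median of neutral control wells and 100% = median of positive control wells; values of inactives mirror those of a sister screen read the other way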
Active calls of the source: *; nt = not tested or not shown.

(1) Cc1cccc2sc(NC(=O)C3CC3)nc12
(2) C=CCNC(=O)/C=C/c1c(F)cccc1Cl
(3) O=C(CCNS(=O)(=O)c1cccc2nonc12)NC1CCCCC1
(4) Cn1cccc1C(=O)NC(=O)COC(=O)c1cc([N+](=O)[O-])ccc1Cl
(5) CCC(C)(C(=O)NC1CCCC1)N(CC1CCCO1)C(=O)c1ccc2c(c1)OCO2 (centres undefined)
(6) Cc1ccc2nc(N3C(=O)C(O)=C(C(=O)c4ccco4)C3c3cccs3)sc2c1 (centres undefined)
(7) CS(=O)(=O)N(CCc1ccccc1)CC(=O)N1CCN(Cc2ccccc2)CC1
(8) O=C(CSc1nnc(CNC(=O)c2cccc(C(F)(F)F)c2)o1)NC1CCCCC1
Assay by compound	1	2	3	4	5	6	7	8
SUMO Mot1 rescue	3	nt	-15	-25	-8	-25	12	4
NSD2 inh	-2	0	-1	nt	-1	2	-3	-1
Arrestin-AP2 inh	-20	0	29	38	-3	7	8	44
DSG3 Ab inh	89	92	101	118	nt	133	94	96
PKA-R1A activ	-1	2	-6	5	-6	-7	-7	-7
PKA-R2B act	0	-10	4	-2	-7	-16	1	0
dFosB activator	-1	0	5	-2	0	-5	-5	-3
CDK5 p35 inh	0.2	0.1	-1.9	-0.8	-1.1	4.5	-0.2	-4.1
MITF TRPM1 HTS	25	16	12	-2	nt	10	-9	-5
SR-BI DiI-HDL act	-5	3	-6	-9	-1	11	-23	17
SR-BI DiI inh	5	-3	6	9	1	-11	23	-17

(9) Cn1cc(/C=N/n2cnc3scc(-c4ccccc4)c3c2=O)c2ccccc21
(10) CCOC(=O)C1(Cc2cccc(OC)c2)CCCN(Cc2nccn2CC)C1 (centres undefined)
(11) CCOC(=O)C1=C(C)NC(C)=C(C(=O)OCC)C1c1cn(-c2ccccc2)nc1-c1ccco1
(12) CC(=O)Nc1c(O)nc(SCC(=O)Nc2ccc(C(C)=O)cc2)[nH]c1=O
(13) CN(CC(=O)Nc1ccc(Cl)cc1)CC(=O)Nc1cc(Cl)ccc1C#N
(14) CC(=O)Nn1c(-c2ccccc2)cc2ccccc21
(15) Cc1cc(C(F)(F)F)n2nc(-c3cnn(C)c3C(F)(F)F)c(Br)c2n1
(16) O=C(CSc1ccc(-c2ccccn2)nn1)Nc1ccccc1
Assay by compound	9	10	11	12	13	14	15	16
SUMO Mot1 rescue	nt	-11	-9	1	-1	9	-6	30
NSD2 inh	1	2	0	5	nt	-2	3	2
Arrestin-AP2 inh	-1	-12	4	26	0	2	6	2
DSG3 Ab inh	97	114	99	99	103	nt	108	101
PKA-R1A activ	-3	-3	-3	-5	-10	-6	2	-13
PKA-R2B act	8	-10	2	1	-14	-12	-4	-5
dFosB activator	1	-2	3	-3	-4	1	-16	-3
CDK5 p35 inh	1.1	-1.7	1.2	0.1	0.6	0.3	-3.1	-0.1
MITF TRPM1 HTS	-32	0	1	77	-14	nt	8	5
SR-BI DiI-HDL act	-21	-1	18	2	-4	nt	-21	9
SR-BI DiI inh	21	1	-18	-2	4	nt	21	-9

Entries of single compounds from above. Order of values: SUMO Mot1 rescue	NSD2 inh	Arrestin-AP2 inh	DSG3 Ab inh	PKA-R1A activ	PKA-R2B act	dFosB activator	CDK5 p35 inh	MITF TRPM1 HTS	SR-BI DiI-HDL act	SR-BI DiI inh
Shown for CN(CC(=O)Nc1ccc(Cl)cc1)CC(=O)Nc1cc(Cl)ccc1C#N : -1	nt	0	103	-10	-14	-4	0.6	-14	-4	4
Shown for O=C(CSc1nnc(CNC(=O)c2cccc(C(F)(F)F)c2)o1)NC1CCCCC1 : 4	-1	44	96	-7	0	-3	-4.1	-5	17	-17
Shown for O=C(CSc1ccc(-c2ccccn2)nn1)Nc1ccccc1 : 30	2	2	101	-13	-5	-3	-0.1	5	9	-9
Shown for O=C(CCNS(=O)(=O)c1cccc2nonc12)NC1CCCCC1 : -15	-1	29	101	-6	4	5	-1.9	12	-6	6
Shown for Cc1cccc2sc(NC(=O)C3CC3)nc12 : 3	-2	-20	89	-1	0	-1	0.2	25	-5	5

(next part)
(17) CC(=O)c1ccccc1-c1csc2ncnc(Sc3nnnn3C)c12
(18) Cc1cccc(N2CCN(C(=O)c3ccc(NS(=O)(=O)c4c(C)noc4C)cc3)CC2)c1C
(19) COC(=O)c1ccc(Nc2nc(-c3ccncc3)nc3ccccc23)cc1
(20) Cc1cccc(C)c1OCC(=O)N/N=C/c1cc2c(cc1[N+](=O)[O-])OCO2
(21) O=C(Oc1ccc2cc(Br)ccc2c1)c1cccnc1
(22) CCCC1=NN2C(=N)/C(=C\c3ccc(SCc4ccco4)o3)C(=O)N=C2S1
(23) CCS(=O)(=O)N1CCCC(C(=O)NCCCN(C)Cc2ccccc2)C1 (centres undefined)
(24) CCCNC(=O)Nc1ccc(F)c(Cl)c1
Assay by compound	17	18	19	20	21	22	23	24
SUMO Mot1 rescue	-28	-5	9	104	3	23	3	-6
NSD2 inh	nt	-8	4	3	-4	nt	-4	0
Arrestin-AP2 inh	3	4	46	3	-12	0	0	44
DSG3 Ab inh	102	111	111	104	103	100	108	102
PKA-R1A activ	14	7	10	-5	0	-1	2	6
PKA-R2B act	-3	-12	10	-8	0	6	7	7
dFosB activator	1	-31	6	8	1	-14	0	0
CDK5 p35 inh	0.8	-1.4	1.4	0.1	1.8	0.6	-4.6	4.6
MITF TRPM1 HTS	0	nt	3	25	10	-6	4	5
SR-BI DiI-HDL act	3	-16	-5	-45	14	13	12	8
SR-BI DiI inh	-3	16	5	45	-14	-13	-12	-8

(25) CCOc1ccccc1NC(=O)c1cccc(NC(=O)CC(c2ccccc2)c2ccccc2)c1
(26) FC(F)(F)COc1cc(-c2nnc(SCc3ccccc3)n2Cc2ccco2)cc(OCC(F)(F)F)n1
(27) CN(C)CCCNC(=S)Nc1ccc(-c2ccccc2)cc1
(28) Cc1ccc(N/C=C(\C#N)c2ccc(OCCCF)cc2)cc1
(29) C=CCn1c(SCC(C)=O)nnc1-c1ccc2ncccc2c1
(30) CCOc1ccc(C(=O)Nc2nccs2)cc1[N+](=O)[O-]
(31) CC(=O)c1c(C)[nH]c(C(=O)Nc2cc(S(=O)(=O)N(C)C)ccc2C)c1C
(32) Cc1c(CCC(=O)O)c(=O)oc2cc(OCc3ccccc3F)ccc12
Assay by compound	25	26	27	28	29	30	31	32
SUMO Mot1 rescue	2	-3	19	724*	-6	101	-7	6
NSD2 inh	nt	-2	39	-2	-6	-34	4	2
Arrestin-AP2 inh	-1	3	-8	-11	40	-3	2	36
DSG3 Ab inh	123	106	103	104	113	87	102	94
PKA-R1A activ	-5	-8	5	-9	-9	5	5	-2
PKA-R2B act	-5	0	-3	-5	-5	-1	-11	-11
dFosB activator	-3	-11	-2	-2	0	-6	-14	-8
CDK5 p35 inh	-2.9	-1.0	0.2	0.3	-0.8	-2.3	-0.9	1.2
MITF TRPM1 HTS	15	2	5	20	-4	43	6	1
SR-BI DiI-HDL act	-59	-18	27	nt	-9	-13	-29	-19
SR-BI DiI inh	59	18	-27	nt	9	13	29	19

(33) Cc1ccc(CNC(=O)C2CCC(=O)N(Cc3ccccc3F)C2)s1 (centres undefined)
(34) N#C/C(=C\c1ccc2c(c1)OCCO2)C(=O)Nc1nccs1
(35) CC1CCCCC1NC(=O)COC(=O)c1ccc2ncsc2c1 (centres undefined)
(36) CNC(=O)c1cc(OCC(F)(F)F)ccc1OCC(F)(F)F
(37) Cc1cccc(C)c1NC(=O)C1(N(Cc2ccco2)C(=O)Cn2nnnc2N)CCCCC1
(38) COc1cccc(/C=N/N2CCN(Cc3ccccc3)CC2)c1O
(39) CNC(=S)N1CCN(C(c2ccccc2)c2ccccc2)CC1
Assay by compound	33	34	35	36	37	38	39
SUMO Mot1 rescue	0	-1	6	6	-17	8	nt
NSD2 inh	0	4	-2	0	5	7	5
Arrestin-AP2 inh	0	7	-10	-12	4	-20	5
DSG3 Ab inh	97	72	98	99	97	101	109
PKA-R1A activ	-3	-6	-11	4	-2	-15	-29
PKA-R2B act	-10	4	-4	0	12	4	-15
dFosB activator	-6	-6	-2	-3	-3	3	-2
CDK5 p35 inh	-2.3	-0.7	0.0	0.4	-0.3	0.1	0.6
MITF TRPM1 HTS	21	21	9	1	-10	nt	-5
SR-BI DiI-HDL act	6	8	0	6	13	-8	14
SR-BI DiI inh	-6	-8	0	-6	-13	8	-14
